From PubChem
PP1 inh = PP1-alpha phosphatase inhibitors, primary screen, counter-screen for PP5 inhibitor project, biochemical, fluorescence, OMFP substrate, single point; Serine/threonine-protein phosphatase PP1-alpha catalytic subunit (Homo sapiens), P62136; purified PP1alpha; inhibition, % at 6.7 µM; actives 0.9% (n = 320,000);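 active = inhibition above the mean inhibition of all tested compounds plus 3 SD, computed separately for each screening campaign, cut at about 15% in these data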
Target sequence (P62136 whole entry, looked up): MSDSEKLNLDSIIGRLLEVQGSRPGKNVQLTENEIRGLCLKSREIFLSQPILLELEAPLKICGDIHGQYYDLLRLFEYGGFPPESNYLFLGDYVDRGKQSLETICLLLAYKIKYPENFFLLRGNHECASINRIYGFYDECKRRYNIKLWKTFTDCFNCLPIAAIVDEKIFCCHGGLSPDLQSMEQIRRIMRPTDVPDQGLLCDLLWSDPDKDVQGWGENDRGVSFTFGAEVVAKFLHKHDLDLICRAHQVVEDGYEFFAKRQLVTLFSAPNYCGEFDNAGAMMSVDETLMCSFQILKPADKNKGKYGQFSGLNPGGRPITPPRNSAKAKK
CTSL1 counter = Fasciola hepatica cathepsin L1 inhibitors, primary screen, counter-screen for PFM18AAP inhibitor project, biochemical, QFRET, fluorogenic peptide substrate; recombinant F. hepatica cathepsin L1, Z-Leu-Arg-MCA fluorescence; inhibition, % at 5.96 µM; actives 0.49% (n = 300,000); AID 1906, 2009;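 active = inhibition above the mean of all tested compounds plus 3 SD, set per screening campaign, cut at about 17% in these data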;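 also: 0% = plate median of test compound wells and 100% = 1 µM Z-Phe-Ala-diazomethylketone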
EBNA-1 inh = EBNA-1 DNA-binding inhibitors, primary screen, biochemical, fluorescence polarization; actives 0.34% (n = 300,000); inhibition, % at 14.8 µM; in the data active = inhibition above about 28%
HCV core dimer = inhibitors of HCV core protein dimerization, primary screen, biochemical, TR-FRET, high-throughput; TR-FRET GST/Flag-core106 dimerization, 1536-well; inhibition, % at 5 µM; actives 0.33% (n = 300,000); AID 1899, 2009;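 active = inhibition above the mean of all tested compounds plus 3 SD, set per screening campaign, cut at about 45% in these data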
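Test system: GST/Flag-tagged HCV core106 proteins; Medium: KF-containing HEPES buffer, pH 7.45, DTT, CHAPS, BSA; Times: compound-protein-antibody incubation 4 h at 22.5 °C; Detection: TR-FRET 671 and 617 nm emission; Benchmarks: wells lacking GST-core106 and wells with excess unlabelled core106.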
PP5 inh = PP5 phosphatase inhibitors, primary screen, biochemical, fluorescence. inhibition, % at 6.7 µM. purified PP5c, OMFP substrate fluorescence. actives 0.18% (n = 320,000). Serine/threonine-protein phosphatase 5 (Homo sapiens), P53041. AID 1987, 2009;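 active = inhibition above the campaign's mean inhibition across all tested compounds plus 3 SD, cut at about 9.5% in these data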;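 also: 0% = DMSO only and 100% = 100 µM cantharidin control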
Target sequence (P53041 whole entry, looked up): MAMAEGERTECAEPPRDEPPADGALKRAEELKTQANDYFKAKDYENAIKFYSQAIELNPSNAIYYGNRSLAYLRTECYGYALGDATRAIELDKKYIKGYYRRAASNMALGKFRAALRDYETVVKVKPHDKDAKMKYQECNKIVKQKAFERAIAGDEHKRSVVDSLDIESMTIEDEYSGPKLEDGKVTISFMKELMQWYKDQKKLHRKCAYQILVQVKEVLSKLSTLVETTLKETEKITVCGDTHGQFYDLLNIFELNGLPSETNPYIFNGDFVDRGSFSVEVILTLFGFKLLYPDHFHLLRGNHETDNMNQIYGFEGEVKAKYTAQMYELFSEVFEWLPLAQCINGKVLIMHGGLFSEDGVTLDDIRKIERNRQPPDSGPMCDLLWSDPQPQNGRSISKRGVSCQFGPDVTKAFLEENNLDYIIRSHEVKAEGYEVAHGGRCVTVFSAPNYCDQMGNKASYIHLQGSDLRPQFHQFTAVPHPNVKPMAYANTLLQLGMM
ZTA DNA inh = ZTA (EBV) inhibition in EBNA-1 counter-screen; P03206; ZTA-DNA binding, fluorescence polarization; inhibition, % at 11 µM; actives 0.15% (n = 320,000); AID 2234; in the data active = inhibition above about 33%
Target sequence (P03206 whole entry, looked up): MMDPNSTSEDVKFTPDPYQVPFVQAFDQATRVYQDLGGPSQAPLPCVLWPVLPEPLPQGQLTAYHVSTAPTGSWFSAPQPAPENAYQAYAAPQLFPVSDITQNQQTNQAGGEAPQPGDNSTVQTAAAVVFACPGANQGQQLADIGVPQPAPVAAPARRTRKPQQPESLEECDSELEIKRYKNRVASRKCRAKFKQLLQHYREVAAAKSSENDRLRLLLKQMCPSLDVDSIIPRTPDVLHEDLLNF
PREPL inhibitor = PREPL enzyme inhibitors, primary screen, biochemical, fluorescence polarization | recombinant PREPL, fluorescence polarization activity-based probe | inhibition, % at 5.96 µM | Prolyl endopeptidase-like (Homo sapiens), Q4J6C6 | actives 0.68% (n = 320,000); in the data active = inhibition above about 43%;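 also: 0% = enzyme with DMSO and 100% = wells lacking enzyme; many of its hits are not listed in these tables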
TPT1 inh = Candida albicans TPT1 enzyme inhibitors, primary screen, biochemical, fluorescence polarization | tRNA 2'-phosphotransferase TPT1 (Candida albicans SC5314) | recombinant caTPT1, FP RNA substrate dephosphorylation | inhibition, % at 5 µM | actives 0.81% (n = 300,000) | AID 1962, 2009;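 active = inhibition above the mean of all tested compounds plus 3 SD, set per screening campaign, cut at about 24% in these data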;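 also: plate controls were DMSO alone for no effect and ferristatin control at 100 nM for full effect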
Efflux pump inh = inhibitors of Candida efflux pumps in yeast, primary screen, S. cerevisiae, Nile Red, multiplex | actives 0.44% (n = 330,000) | S. cerevisiae Candida pump triplex | AID 485275, 2010 | inhibition, % at 10 µM;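 active = plate passing quality check with inhibition over a set limit, or well fluorescence over plate mean plus 4 SD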;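 also: Nile Red retained in pooled yeast measured as flow cytometry median fluorescence; 0% = buffer negative control and 100% = Enniatin B positive control; higher means more Nile Red kept so more efflux inhibition; some compounds called inactive have numbers as strong as hits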
The depositor's hits bear a star. Not all compounds are listed; the hit share may differ from the screen's.

CC(=O)Nc1ccc(NC(=O)c2ccccc2Sc2ccc([N+](=O)[O-])cc2Cl)cc1 was read as PP1 inh 4, CTSL1 counter 0, EBNA-1 inh -2, HCV core dimer 0, PP5 inh 1.6, ZTA DNA inh 6, PREPL inhibitor 14, TPT1 inh 0 and Efflux pump inh -0.1.
CCc1cccc(NC(=O)CS(=O)Cc2nc(-c3ccc(C)cc3)oc2C)c1 (stereo not given) was read as PP1 inh 4, CTSL1 counter 3, EBNA-1 inh 10, HCV core dimer 0, PP5 inh 1.5, ZTA DNA inh -1, PREPL inhibitor -13, TPT1 inh 2 and Efflux pump inh 0.1.
CCCc1sc(N/N=C/c2ccccn2)nc1-c1ccc(F)cc1 was read as PP1 inh 1, CTSL1 counter 1, EBNA-1 inh 5, HCV core dimer 0, PP5 inh 4.9, ZTA DNA inh 8, PREPL inhibitor 7, TPT1 inh -3 and Efflux pump inh 0.1.
Screening O=C(NC1CCCCC1)C12CC3CC(CC(Cl)(C3)C1)C2 returned PP1 inh -1, CTSL1 counter -4, EBNA-1 inh 4, HCV core dimer 1, PP5 inh -0.1, ZTA DNA inh 10, PREPL inhibitor 8, TPT1 inh 0 and Efflux pump inh 0.1.
For COc1ccccc1N(C(=O)c1csnn1)C(C(=O)NC1CCCC1)c1ccccc1 (stereo not given) the results were PP1 inh -4, CTSL1 counter 0, EBNA-1 inh -10, HCV core dimer 0, PP5 inh 3.4, ZTA DNA inh 4, PREPL inhibitor 1, TPT1 inh 1 and Efflux pump inh -0.1.
Screening Cc1c(NC(=O)C(C)OC(=O)[C@@H](NC(=O)c2ccccc2)C(C)C)c(=O)n(-c2ccccc2)n1C (stereo not given in full) returned PP1 inh 4, CTSL1 counter -13, EBNA-1 inh 1, HCV core dimer -3, PP5 inh 1.5, ZTA DNA inh -7, PREPL inhibitor -1, TPT1 inh 1 and Efflux pump inh 0.1.
For CS(=O)(=O)c1nc(S(=O)(=O)c2ccc(Cl)cc2)c(N2CCC3(CC2)OCCO3)s1 the results were PP1 inh -2, CTSL1 counter 0, EBNA-1 inh 14, HCV core dimer 10, PP5 inh 3.7, ZTA DNA inh -10, PREPL inhibitor 3, TPT1 inh 1 and Efflux pump inh 0.1.
Screening C#Cc1ccc([C@@H]2C=C(C(=O)NCc3ccccc3)O[C@H](OCC)[C@H]2CCCO)cc1 returned PP1 inh 0, CTSL1 counter 0, EBNA-1 inh 7, HCV core dimer 12, PP5 inh -0.4, ZTA DNA inh 0, PREPL inhibitor -7, TPT1 inh 0 and Efflux pump inh 0.0.
COc1ccc(C2CC(C(F)(F)F)n3nc(C(=O)O)cc3N2)cc1OC (stereo not given) was read as PP1 inh 2, CTSL1 counter 0, EBNA-1 inh -2, HCV core dimer -9, PP5 inh 2.7, ZTA DNA inh -6, PREPL inhibitor 0, TPT1 inh -4 and Efflux pump inh -0.1.
`NC(=O)c1ccc(NS(=O)(=O)c2ccc(Br)s2)cc1` gave PP1 inh 1, PP5 inh 0.2, ZTA DNA inh -7, PREPL inhibitor 9 and Efflux pump inh 0.1.
For CCCn1c(N)c(C(=O)CSc2nc3ccccc3c(=O)n2Cc2ccccc2)c(=O)[nH]c1=O the results were PP1 inh -3, CTSL1 counter 3, EBNA-1 inh 5, HCV core dimer 6, PP5 inh 0.7, ZTA DNA inh 8, PREPL inhibitor 12, TPT1 inh 2 and Efflux pump inh 0.2.
COCCCN(C(C)=O)c1nc(-c2ccc(OC)cc2)cs1 was read as PP1 inh 4, CTSL1 counter 2, EBNA-1 inh 8, HCV core dimer -2, PP5 inh -0.5, ZTA DNA inh -7, PREPL inhibitor 6, TPT1 inh -2 and Efflux pump inh 0.0.
O=C(Nc1cc([N+](=O)[O-])ccc1Cl)c1ccc2c(c1)OCO2 was read as PP1 inh -7, CTSL1 counter -1, EBNA-1 inh 7, HCV core dimer 1, PP5 inh -1.5, ZTA DNA inh 0, PREPL inhibitor 2, TPT1 inh -2 and Efflux pump inh 0.0.
For O=C(NCc1cccnc1)C(=O)Nc1cc2c3c(c1)CC(=O)N3CCC2 the results were PP1 inh -1, CTSL1 counter 1, EBNA-1 inh 10, HCV core dimer 1, PP5 inh 0.3, ZTA DNA inh -3, PREPL inhibitor 20, TPT1 inh 0 and Efflux pump inh 0.0.
Screening O=C(CN(Cc1ccccc1)C(=O)c1ccco1)NCc1ccc(F)cc1 returned PP1 inh -3, CTSL1 counter 2, EBNA-1 inh -9, HCV core dimer 2, PP5 inh -0.5, ZTA DNA inh -5, PREPL inhibitor 4, TPT1 inh 0 and Efflux pump inh 0.0.
`CC(/C=C/C=C/c1ccccc1)=N/NC(=O)c1ccc2c(c1)OCCO2` gave PP1 inh -3, CTSL1 counter 7, EBNA-1 inh -5, HCV core dimer 5, PP5 inh 1.5, ZTA DNA inh 4, PREPL inhibitor -9, TPT1 inh 1 and Efflux pump inh 0.0.
For O=S(=O)(c1ccc(-c2nnco2)cc1)N1CCCCC1 the results were PP1 inh 2, CTSL1 counter -5, EBNA-1 inh 4, HCV core dimer 6, PP5 inh 0.4, ZTA DNA inh 1, PREPL inhibitor 3, TPT1 inh -3 and Efflux pump inh -0.1.
Screening COC(=O)c1ccc(NC(=O)CSc2nnnn2C2CCCCC2)cc1 returned PP1 inh 1, CTSL1 counter 2, EBNA-1 inh 4, HCV core dimer 2, PP5 inh 1.8, ZTA DNA inh 12, PREPL inhibitor 4, TPT1 inh -3 and Efflux pump inh -0.2.
Screening COc1ccc(C(=O)N2CCSCC2)cc1OC1CCN(C(C)=O)CC1 returned PP1 inh -4, CTSL1 counter -3, EBNA-1 inh 1, HCV core dimer -4, PP5 inh -0.5, ZTA DNA inh 9, PREPL inhibitor -4, TPT1 inh 0 and Efflux pump inh 0.1.
CCOc1cc(/C=C/C(=O)OCC(=O)NCc2ccco2)cc(Cl)c1OC was read as PP1 inh 2, CTSL1 counter -6, EBNA-1 inh 6, HCV core dimer -1, PP5 inh 1.4, ZTA DNA inh -3, PREPL inhibitor -11, TPT1 inh 2 and Efflux pump inh -0.1.

3 records picked at random from those above:
COCCCN(C(C)=O)c1nc(-c2ccc(OC)cc2)cs1 was read as PP1 inh 4, CTSL1 counter 2, EBNA-1 inh 8, HCV core dimer -2, PP5 inh -0.5, ZTA DNA inh -7, PREPL inhibitor 6, TPT1 inh -2 and Efflux pump inh 0.0.
For COc1ccccc1N(C(=O)c1csnn1)C(C(=O)NC1CCCC1)c1ccccc1 (stereo not given) the results were PP1 inh -4, CTSL1 counter 0, EBNA-1 inh -10, HCV core dimer 0, PP5 inh 3.4, ZTA DNA inh 4, PREPL inhibitor 1, TPT1 inh 1 and Efflux pump inh -0.1.
Screening COC(=O)c1ccc(NC(=O)CSc2nnnn2C2CCCCC2)cc1 returned PP1 inh 1, CTSL1 counter 2, EBNA-1 inh 4, HCV core dimer 2, PP5 inh 1.8, ZTA DNA inh 12, PREPL inhibitor 4, TPT1 inh -3 and Efflux pump inh -0.2.

Going on with the list.
For O=C(CCCN1C(=O)c2cccc3cccc(c23)C1=O)N1CCN(Cc2ccc3c(c2)OCO3)CC1 the results were PP1 inh -1, CTSL1 counter -1, EBNA-1 inh 4, HCV core dimer 6, PP5 inh 2.8, ZTA DNA inh -19, PREPL inhibitor 11, TPT1 inh -3 and Efflux pump inh 0.0.
For O=[N+]([O-])c1ccc(SCc2ccncc2)nc1 the results were PP1 inh -2, CTSL1 counter 8, EBNA-1 inh 2, HCV core dimer 0, PP5 inh -3.3, ZTA DNA inh -4, PREPL inhibitor 13, TPT1 inh -1 and Efflux pump inh -0.1.
Screening COc1ccc2cc(/C(C)=N/NC(=O)c3cc(-c4cccnc4)nc4ccccc34)ccc2c1 returned PP1 inh -1, CTSL1 counter 0, EBNA-1 inh 3, HCV core dimer 7, PP5 inh 0.7, ZTA DNA inh -9, PREPL inhibitor 2, TPT1 inh -3 and Efflux pump inh 0.4.
`CC1(C)S[C@@H]2[C@H](N=CN3CCCCCC3)C(=O)N2[C@H]1C(=O)O` gave PP1 inh 1, CTSL1 counter -4, EBNA-1 inh -5, HCV core dimer 5, PP5 inh 2.4, ZTA DNA inh -6, PREPL inhibitor -2, TPT1 inh -2 and Efflux pump inh -0.1.
CCn1c(CCn2c3ccccc3c3ccccc32)n[nH]c1=S was read as PP1 inh 1, CTSL1 counter 3, EBNA-1 inh -5, HCV core dimer -2, PP5 inh 0.1, ZTA DNA inh -21, PREPL inhibitor 7, TPT1 inh -5 and Efflux pump inh -0.5.
For CCOC(=O)c1cc2ccc(OC(=O)c3ccco3)cc2oc1=O the results were PP1 inh -3, CTSL1 counter -15, EBNA-1 inh 1, HCV core dimer -1, PP5 inh 3.2, ZTA DNA inh -5, PREPL inhibitor 14, TPT1 inh -1 and Efflux pump inh 0.1.
For O=S(=O)(c1ccc(F)cc1)c1nc(-c2ccco2)oc1Nc1ccccc1 the results were PP1 inh -5, CTSL1 counter 3, EBNA-1 inh -10, HCV core dimer 16, PP5 inh 4.2, ZTA DNA inh -5, PREPL inhibitor 4, TPT1 inh 3 and Efflux pump inh -0.1.
CC1(C)N=C(c2ccccn2)C(C)(C)N1O was read as PP1 inh -1, CTSL1 counter -4, EBNA-1 inh -7, HCV core dimer -3, PP5 inh 2.5, ZTA DNA inh -13, PREPL inhibitor 6, TPT1 inh 1 and Efflux pump inh 0.0.
Screening CCOC(=O)N1CCN(S(=O)(=O)c2ccc(F)c(C(=O)Nc3cccc(Cl)c3C)c2)CC1 returned PP1 inh 0, CTSL1 counter -2, EBNA-1 inh 81*, HCV core dimer 5, PP5 inh 1.1, ZTA DNA inh -8, PREPL inhibitor 5, TPT1 inh 0 and Efflux pump inh -0.4.
For O=C(O)c1ccc(-n2c(O)c(C=C3N=c4ccccc4=N3)sc2=S)cc1 the results were PP1 inh 5, CTSL1 counter 3, EBNA-1 inh -1, HCV core dimer -8, PP5 inh 3.8, ZTA DNA inh -10, PREPL inhibitor -2, TPT1 inh 13 and Efflux pump inh -0.1.
`Cc1ccc(NC(=O)COC(=O)C2COc3ccccc3O2)cc1` (stereo not given) gave PP1 inh -4, PP5 inh 0.9, ZTA DNA inh -1, PREPL inhibitor -2 and Efflux pump inh 0.1.
Screening CCOC(=O)c1c(C)[nH]c(C)c1C(=O)COC(=O)c1ccc(Cl)c(S(=O)(=O)NCc2ccccc2)c1 returned PP1 inh 7, CTSL1 counter 3, EBNA-1 inh 12, HCV core dimer 10, PP5 inh 5.9, ZTA DNA inh -3, PREPL inhibitor -10, TPT1 inh -5 and Efflux pump inh 0.0.
O=C(NCc1ccc(F)cc1)c1ccc(CS(=O)Cc2ccccc2Cl)o1 (stereo not given) was read as PP1 inh 0, CTSL1 counter 5, EBNA-1 inh 2, HCV core dimer 1, PP5 inh 0.0, ZTA DNA inh -2, PREPL inhibitor -4, TPT1 inh -1 and Efflux pump inh -0.1.
Screening COC(=O)c1c(C)oc2ccc(OC(=O)N3CCOCC3)cc12 returned PP1 inh 4, CTSL1 counter 7, EBNA-1 inh 7, HCV core dimer -1, PP5 inh -1.9, ZTA DNA inh 6, PREPL inhibitor 24, TPT1 inh -10 and Efflux pump inh -0.1.
